# Screening data: PubChem BioAssay, National Center for Advancing Translational Sciences (NCATS)
# N370S GC – inhibitors or activators of N370S glucocerebrosidase for Gaucher disease; P04062; N370S GC spleen homogenate, 4MU-glucoside fluorescence; Potency, µM (doses to about 59.4 µM), for the others: top-dose activity change, negative = inhibition, usual class: inhibitors; hit rate 0.092% among 330,000;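 further: 0% = full enzyme activity and -100% = no enzyme basal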
# FEN1 inh – blocks human flap endonuclease 1; hit rate 0.35% among 390,000; Recombinant FEN1 flap cleavage, fluorescence, 15 min; Potency, µM (series often up to 114 µM), for the others: top-dose activity change, negative = inhibition, usual class: inhibitors; further: nearly all actives have a fitted effect of over 65% in size
#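 Compounds are tested as a concentration series against 10 nM FEN1; after a 15 min room-temperature preincubation, 50 nM substrate starts cleavage, with plate reads at 0 and 15 min. Normalized responses are fitted by a Hill equation.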
# GCN5L2 inh – inhibitors of human GCN5L2 histone acetyltransferase. AID 504327. Potency, µM (doses to about 58.9 µM), inactives show at the top dose activity change, negative = inhibition, most hits filed as inhibitors. GCN5L2 HAT assay, ThioGlo1 CoA-SH fluorescence. hit rate 0.21% among 390,000. Q92830
# Target sequence (Q92830 whole entry, looked up): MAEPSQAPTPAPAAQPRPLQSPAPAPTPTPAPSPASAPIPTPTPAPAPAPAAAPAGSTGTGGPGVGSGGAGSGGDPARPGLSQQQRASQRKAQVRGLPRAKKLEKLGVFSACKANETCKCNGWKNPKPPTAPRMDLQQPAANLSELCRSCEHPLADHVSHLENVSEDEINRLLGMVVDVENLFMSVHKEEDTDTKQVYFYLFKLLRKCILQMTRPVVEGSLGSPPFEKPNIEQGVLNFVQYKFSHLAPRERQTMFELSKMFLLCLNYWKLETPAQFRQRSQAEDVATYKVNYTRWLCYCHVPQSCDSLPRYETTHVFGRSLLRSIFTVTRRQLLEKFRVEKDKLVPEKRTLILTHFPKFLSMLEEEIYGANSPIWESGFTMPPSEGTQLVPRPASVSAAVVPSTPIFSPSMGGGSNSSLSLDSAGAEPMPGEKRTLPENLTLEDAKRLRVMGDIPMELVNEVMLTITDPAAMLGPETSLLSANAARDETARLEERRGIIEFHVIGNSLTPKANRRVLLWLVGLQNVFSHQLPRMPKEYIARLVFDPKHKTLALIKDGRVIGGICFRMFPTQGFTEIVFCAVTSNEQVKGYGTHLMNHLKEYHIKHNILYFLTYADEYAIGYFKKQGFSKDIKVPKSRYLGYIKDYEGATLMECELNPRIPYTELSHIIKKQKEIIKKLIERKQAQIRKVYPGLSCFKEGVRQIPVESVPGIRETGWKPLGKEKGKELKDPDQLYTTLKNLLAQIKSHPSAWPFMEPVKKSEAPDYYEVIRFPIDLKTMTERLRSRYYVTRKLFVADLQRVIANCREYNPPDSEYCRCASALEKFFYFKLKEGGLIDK
#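 qHTS, 1536-well. 20nM enzyme, pH 7.5 HEPES/EDTA/Tween-20 buffer; 15 min compound preinc., RT. Start: 75uM H3(1-25), 70uM AcCoA, 50uM ThioGlo1. Read Ex340/Em540 at t=0 (autofluorescence flag) and t=20 min.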
# Starred values were filed as active, the others as inactive; u = inconclusive; x = not tested or not shown; & = joins results of further samples. The call rests on the fitted dose curve; in most records, active means well fitted curve in the direction sought with a large enough effect; inconclusive means small, poorly fitted or top-dose-only effect, or another doubt; inactive means no such curve, though single readings can be large; an effect the other way counts as inactive or inconclusive. Unless noted, on the % scale 0 is the no-effect control and ±100 the full control effect; potency means the concentration at half of the fitted maximal effect. These rows are one share of the data; the hit share may differ from the screen's.
SMILES,N370S GC,FEN1 inh,GCN5L2 inh
Cc1ccc(C)n1-c1ncc(Br)cn1,4%,-2%,1%
Cc1nnc(NC(=O)c2ccco2)s1,-2%,8%,-7%
O=C(CSc1n[nH]c(=O)[nH]c1=O)NCC1CCCCC1,20%,-3%,-1%
O=C(O)C1Nc2c(cccc2C(F)(F)F)C2C=CCC12 (stereo not given),1%,x,u
COc1cccc(NC(=O)CCc2c(C)nn(-c3ccc(N4CCOCC4)nn3)c2C)c1,-4%,-3%,-6%
Clc1ccccc1C1CC(c2ccccc2)=Nc2ccccc2N1 (stereo not given),10%,-6%,-7%
CCCNC(=S)N1CCC(NC(=O)C2CCCCC2)CC1,4%,10%,-11%
Oc1ccccc1/C=N/Nc1nccnc1Cl,-23%,-14%,-9%
CC(C)c1ccc(NC(=O)COc2ccccn2)cc1,-1%,14%,-7%
CC(C)NCC1CCc2cc(CO)c([N+](=O)[O-])cc2N1 (stereo not given),-21%,0%,-1%
C=CCSc1nnc(CNC(=O)c2ccc(Cl)cc2)n1CC,-11%,-4%,-1%
COc1cc(Cl)c(C)cc1NC(=O)CCCN1C(=O)CCC1=O,-15%,3%,-2%
COC(=O)Cc1ccc(NC(=S)N2CCN(c3ccc(OC)cc3)CC2)cc1,3%,-3%,0%
COc1ccc(C(=O)C[n+]2ccccc2C)cc1,3%,-3%,0%
CC(=O)c1ccc(NC(=O)c2noc3c2CCc2ccccc2-3)cc1,x,-15%,2%

# Molecules listed so far that contain sulfur (5):
SMILES,N370S GC,FEN1 inh,GCN5L2 inh
Cc1nnc(NC(=O)c2ccco2)s1,-2%,8%,-7%
O=C(CSc1n[nH]c(=O)[nH]c1=O)NCC1CCCCC1,20%,-3%,-1%
CCCNC(=S)N1CCC(NC(=O)C2CCCCC2)CC1,4%,10%,-11%
C=CCSc1nnc(CNC(=O)c2ccc(Cl)cc2)n1CC,-11%,-4%,-1%
COC(=O)Cc1ccc(NC(=S)N2CCN(c3ccc(OC)cc3)CC2)cc1,3%,-3%,0%

# Copied from the list:
# C=CCSc1nnc(CNC(=O)c2ccc(Cl)cc2)n1CC @ GCN5L2 inh: -1%
# Cc1nnc(NC(=O)c2ccco2)s1 @ FEN1 inh: 8%

# Three compounds already listed, sorted by count of non-hydrogen atoms, highest first:
SMILES,N370S GC,FEN1 inh,GCN5L2 inh
COC(=O)Cc1ccc(NC(=S)N2CCN(c3ccc(OC)cc3)CC2)cc1,3%,-3%,0%
COc1cc(Cl)c(C)cc1NC(=O)CCCN1C(=O)CCC1=O,-15%,3%,-2%
Cc1ccc(C)n1-c1ncc(Br)cn1,4%,-2%,1%

# Other structures:
SMILES,N370S GC,FEN1 inh,GCN5L2 inh
O=C(NCc1ccc(Cl)cc1)c1ccc(CSc2nc3ccncc3[nH]2)cc1,-15%,1%,-16%
O=C1CC(c2ccc(Cl)cc2)CC(O)=C1C=NCc1ccc(Cl)c(Cl)c1 (stereo not given),16%,-21%,-5%
CCCCCCC(C)OC(=O)Nc1cccc2ccccc12 (stereo not given),u,-24%,-1%
C/C(CC(=O)NC1CCCCC1)=N\NC(=O)c1ccccn1,0%,-1%,1%
COc1cc(C(=O)NC(C)c2cnn(-c3ccccc3C)c2C)cc(OC)c1OC (stereo not given),9%,3%,-2%
O=C(Nc1ccc(F)c(F)c1)c1ccc2c(c1)OCO2,12%,14%,-6%
COc1cc(C2C(N3C(=O)c4ccccc4C3=O)C(=O)N2c2ccc(C)c(C)c2)cc(OC)c1OC (stereo not given),12%,1%,-4%
COC(=O)CSc1nnc(CNc2nc(-c3ccccc3)cs2)n1C,6%,6%,-2%
CS(=O)(=O)c1ccc2nc(NC(=O)CCNC(=O)c3ccc(Cl)cc3)sc2c1,8%,1%,6%
COc1ccc(C2/C(=C(/O)c3ccc(F)cc3)C(=O)C(=O)N2CCCN2CCOCC2)cc1OC (stereo not given),-3%,22%,-1%
COc1cc(/C=C/C(=O)O[C@H]2[C@H](O[C@@H]3O[C@@H](C)[C@H](O)[C@@H](O)[C@H]3O)[C@@H](O)[C@H](OCCc3ccc(O)c(OC)c3)O[C@@H]2CO)ccc1O,x,0%,-5%
COc1ccc(C(c2c[nH]c3ccccc23)c2c[nH]c3ccccc23)cc1O,-28%,x,-24%
Cc1ccsc1C1C(C#N)=C(N)OC2=C1C(=O)CCC2 (stereo not given),4%,7%,10%
COc1ccccc1C(=O)NCCn1cc(SCC(=O)Nc2nnc(C)s2)c2ccccc21,-20%,10%,35%
COc1ccc(NC(=O)c2cc(S(=O)(=O)N3CCCC3)oc2C)cc1,u,10%,-11%
CC(=O)Oc1ccc2c3c(c(=O)oc2c1C)CCCC3,u,-2%,-11%
COc1ccc(CCN2C(=O)C3C4C=CC(C4)C3C2=O)cc1OC (stereo not given),-3%,0%,2%
Cc1ccc(NC(=O)C2CCC(CNS(=O)(=O)c3csc(C(N)=O)c3)CC2)cc1Cl (stereo not given),x,22%,-6%
COc1ccc(NC(=O)C2CCCCC2)cc1S(=O)(=O)N1CCOCC1,x,2%,0%
C=CCOC(=O)c1c(C)nc2cc3c(cc2c1C)OCO3,-1%,5%,3%
CC(=O)N1CCC2(CC1)CN(c1ccncc1)C2,7%,x,-1%
O=C(c1ccc(O)cc1)c1ccc(C(=O)c2ccc(O)cc2)cc1,-7%&-12%,2%,-9%&-4%
CCC(=O)Nc1ccc(C(=O)NCCCn2ccnc2)cc1,7%,-1%,-15%
COc1ccc(-c2csc(Nc3ncccc3C)n2)cc1,2%,-20%,-15%
CCn1c(=S)[nH]c2scc(-c3cccs3)c2c1=O,-23%,14%,-5%
O=C(CNC(=O)c1ccc(Cl)cc1Cl)OCC(=O)N1CCN(c2ccccc2)CC1,u,7%,-2%
COc1ccc(NC(=O)C2CCN(C(=O)c3sc4nc[nH]c(=O)c4c3C)CC2)cc1Cl,x,-7%,13%
Cc1nc2ccc(-c3nc4ccccc4o3)cc2[nH]1,0%,-4%,-10%
Cc1cc(C(=O)Nc2ccncc2)c2ccccc2n1,u,-3%,-25%
Cc1cc(NC(=O)CS(=O)(=O)c2c[nH]c3ccccc23)no1,-14%,4%,0%
CN(C)c1ccc(CN(C(=O)c2ccc(Cl)c([N+](=O)[O-])c2)C2CCS(=O)(=O)C2)cc1 (stereo not given),-5%,1%,-1%
CC1CC(C)C[N+](=C2C=C(N3CCCC3)CC(C)(C)C2)C1 (stereo not given),-1%,-11%,-10%
COc1ccc2oc(C(=O)OCC(=O)NCc3ccc(OC)c(OC)c3)c(C)c2c1,0%,-16%,-1%
C=CCOc1ccccc1CN1CCN(CCc2ccccc2)C(CCO)C1 (stereo not given),-3%,5%,-4%
COc1cc(Cl)c(CNC[C@H]2O[C@@H](n3cnc4c(N)ncnc43)[C@H](O)[C@@H]2O)c(Cl)c1O,x,-23%,-6%
COc1ccccc1CNc1nc(S(=O)(=O)c2ccccc2)c(Cl)s1,4%,-9%,-11%
COC(=O)CSc1nnc(-c2cnccn2)n1C,1%,-15%,0%
O=C(CN1N=C(C(F)(F)F)CC1(O)c1ccc([N+](=O)[O-])cc1)c1ccccc1 (stereo not given),0%,-23%,-2%
COc1ccc(CNC(=O)CN(CC2CCCO2)C(=O)CNS(=O)(=O)c2ccccc2)cc1 (stereo not given),2%,-7%,u
O=C(CCS(=O)(=O)c1ccc(F)cc1)Nc1nnc(-c2cccs2)o1,-3%,-7%,-5%
O=C(c1ccncc1)N1CCN(S(=O)(=O)c2cccc(C(F)(F)F)c2)CC1,x,-1%,-6%
O=C(N/N=C/c1cccc2ccccc12)C(=O)N1CCCC1,-5%,0%,-3%
Cc1ccc(-c2nn(-c3ccccc3)cc2/C=N/n2c(-c3cccs3)n[nH]c2=S)cc1,27%,2%,-5%
CC(=O)Nc1ccc(NC(=O)CSc2nc(N)c(NC(=O)c3ccco3)c(=O)[nH]2)cc1,-13%,-4%,-29%
COc1ccc2[nH]c(C(=O)O)c(NC(=O)c3ccccc3[N+](=O)[O-])c2c1,5%,9%,-3%
COc1ccc(CCNC(=O)C(=O)NCc2cccs2)cc1OC,18%,1%,-2%
CC(C)n1cc(NC(=O)COc2ccccc2Cl)cn1,-1%,-1%,-3%
CC(C)c1cc(-c2cc(C(=O)NCc3ccccc3)on2)nc(NCC2CC2)n1,2%,-6%,-1%
Cc1ccccc1CNC(=O)c1ccc(CSCc2ccccc2)cc1,20%,-20%,-23%
CCOC(=O)Cn1cnc2c(nnn2-c2cccc(OC)c2)c1=O,-4%,17%,0%
CC1(C)C2CCC(C2)C1(C)NC(=O)CNCC1CCCCC1 (stereo not given),-15%,14%,2%
Cc1cc(C)n(CCN(C)C(=O)C2CCC(=O)N(CCN3CCOCC3)C2)n1 (stereo not given),-4%,-1%,-4%
COc1ccccc1N(CC(=O)NC1CCCCC1C)S(=O)(=O)c1cccs1 (stereo not given),x,5%,-10%
COc1cccc(OCc2cc(C(=O)N3CCN(C4CCCCC4)C(=O)C3)no2)c1,-1%,-14%,-1%
O=C(NC1CCCCC1)C(c1ccc(F)cc1)N(Cc1ccco1)C(=O)c1csnn1 (stereo not given),5%,-1%,-2%
COc1ccc(C)cc1NC(=O)CSc1nnc2ccc(-c3ccccn3)nn12,-3%,6%,-6%
Cc1sc(N)nc1-c1ccc2c(c1)OCCO2,0%,24%,0%
COc1ccc(C2C(C(=O)Nc3cccc(C)n3)CCC(=O)N2c2ccc(OC)cc2)cc1 (stereo not given),3%,-11%,1%
COc1ccc(-c2nn(-c3ccccc3)cc2C2NC(=O)NC(C)=C2C(=O)OC(C)C)cc1Cl (stereo not given),x,-8%,2%
CCc1c(O)nc(SCC(=O)Nc2ccccc2)n(-c2ccccc2)c1=O,-4%,6%,-5%

# (continued)
SMILES,N370S GC,FEN1 inh,GCN5L2 inh
CN1CCN(Cc2ccc(Sc3ccc(Cl)cc3)c([N+](=O)[O-])c2)CC1,-22%,-4%,-1%
COc1cccc(CN2CCNC(=O)C2CC(=O)O)c1OC (stereo not given),6%,4%,0%
CC(C)N(C(=O)CN1CCN(C(=O)C2COc3ccccc3O2)CC1)C(C)C (stereo not given),x,0%,-3%
CCOc1ccc(OCCC(=O)OCC(=O)Nc2cc(C)nn2-c2ccccc2)cc1,-7%,-7%,-3%
CCOc1[nH]n(-c2ccc(Cl)cc2)c(=O)c1C=Nc1ccc(Cl)cc1,0%,-5%,19%
